STAT3 inh: inhibitors of IL-6 induced STAT3 signaling | U3A cells, IL-6 STAT3-luciferase reporter, luminescence; host cell line lacks STAT1 | inhibition, % at 5.5 µM | 190,000 compounds, 0.89% hits | AID 862;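 active = inhibition above the mean inhibition across all screened compounds plus 3 SD, cut at about 44% in these data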;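 note: 0% = DMSO only wells and 100% = 100 µM nifuroxazide control wells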
STAT1 activator: activators of IFN-gamma induced STAT1 signaling; NIH 3T3 STAT1-luciferase reporter, luminescence; 100% = IFN-gamma alone, no compound; activation (% of control), % at 5.5 µM; 200,000 compounds, 2.6% hits;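 active = activation above the screen-wide mean activation plus 3 SD, cut at about 130% in these data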;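 note: raw ratio to IFN-gamma control signal so 100% means no change and 0% no light; values of inactives mirror those of a sister screen read the other way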
STAT3 activator: increases IL-6 driven STAT3 reporter signal; 190,000 compounds, 0.91% hits; U3A cells, IL-6 STAT3-luciferase reporter, luminescence; 100% = signal with IL-6 EC80 alone; AID 871; activation (% of control), % at 5.6 µM;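 active = activation above the screen-wide mean of compound activation plus 3 SD, cut at about 130% in these data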;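 note: 0% = background luminescence of wells with medium and substrate only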
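system = STAT3-luciferase reporter U3A cells | reagent = IL-6 stimulus at 33 ng/mL final | timing = 1 h compound pre-exposure, 6 h IL-6 stimulation, 37 °C | measured by = luminescence | evaluation = % activation versus median of IL-6-stimulated wells | control set = IL-6-only wells as 100% reference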
FLuc inh counter: inhibits firefly luciferase, flagging false hits in luciferase inhibition screens; P08659; ATPLite firefly luciferase biochemical luminescence, 10 min; inhibition, % at 10 µM; 200,000 compounds, 1.5% hits; AID 1006;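 active = inhibition above about 50% when tested at 10 µM, limit read from the data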
Target sequence (P08659 whole entry, looked up): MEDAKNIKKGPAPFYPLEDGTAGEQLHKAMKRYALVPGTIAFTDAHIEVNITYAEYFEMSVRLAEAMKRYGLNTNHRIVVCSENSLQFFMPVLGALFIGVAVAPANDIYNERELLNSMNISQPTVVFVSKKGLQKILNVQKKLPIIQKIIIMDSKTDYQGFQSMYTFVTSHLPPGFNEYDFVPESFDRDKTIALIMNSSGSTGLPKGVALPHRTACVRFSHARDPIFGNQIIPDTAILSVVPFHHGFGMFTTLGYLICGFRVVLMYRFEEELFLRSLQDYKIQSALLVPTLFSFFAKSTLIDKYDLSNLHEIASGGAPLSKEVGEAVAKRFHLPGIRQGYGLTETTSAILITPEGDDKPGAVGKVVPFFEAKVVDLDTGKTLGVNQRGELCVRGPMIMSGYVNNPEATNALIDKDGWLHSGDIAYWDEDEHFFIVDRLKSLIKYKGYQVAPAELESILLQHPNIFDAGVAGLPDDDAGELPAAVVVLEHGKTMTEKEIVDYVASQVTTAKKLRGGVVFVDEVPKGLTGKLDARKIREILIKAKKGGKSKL
STAT1 blocker: STAT1 signaling inhibition; NIH 3T3 STAT1-luciferase reporter, IFN-gamma, luminescence; inhibition, % at 5.5 µM; 200,000 compounds, 0.35% hits;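 active = inhibition above a set limit, the mean inhibition across all tested compounds plus 3 SD, cut at about 34% in these data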;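 note: 0% = IFN-gamma with DMSO and 100% = IFN-gamma with 300 µM nifuroxazide; values of inactives mirror those of a sister screen read the other way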
APP transl inh: APP translation inhibition. SH-SY5Y APP 5'UTR-luciferase reporter, luminescence. inhibition, % at 2 µM. 190,000 compounds, 0.82% hits. AID 1285;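 active = inhibition above a set limit, derived from the sample mean plus 3 SD, cut at about 45% in these data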; note: values of inactives mirror those of a sister screen read the other way
APP 5'UTR act: APP 5'UTR luciferase reporter activation | activation, % at 2 µM | SH-SY5Y APP 5'UTR luciferase reporter, luminescence; zero percent = DMSO vehicle wells | 190,000 compounds, 1% hits | AID 1276;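 active = activation above a set limit, based on mean plus 3 SD of controls, cut at about 140% in these data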; note: values of inactives mirror those of a sister screen read the other way
Hsp70 activator: Hsp70 transcriptional activation, primary screen | HeLa Hsp70 promoter luciferase reporter, luminescence; scaled: vehicle 0, proteasome-inhibitor control 100% | activation, % at 10 µM | 200,000 compounds, 0.04% hits | AID 1203;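 active = activation above the mean across all tested compounds plus 3 SD, cutoff set per campaign, cut at about 5.5% in these data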;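 note: 100% = MG132 at 30 µM as the positive control and 0% = DMSO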
NF-kB neuron act: raises NF-kB expression in human neuronal cells. NF-kB reporter expression; hits give high values. fold change at 12.5 µM. 190,000 compounds, 1.6% hits; in the data active = fold change above about 3.3
RAM inhibit: inhibitors of the yeast RAM network; S. cerevisiae dse1pr::URA3 reporter, 5-FOA growth OD615, 2 d; analog-sensitive cbk1-as2 kinase mutant strain; inhibition, % at 50 µM; 190,000 compounds, 1.8% hits; AID 868;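 active = inhibition above a set limit, 3 SD over mean compound inhibition, cut at about 8.4% in these data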;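 note: 0% = DMSO-only wells with no growth and 100% = 10 µM 1-NA-PP1 full growth; inhibition rescues growth on 5-FOA so higher OD means more RAM inhibition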
* hit, by the source's call; x = not tested or not shown.

no.	canonical_smiles	STAT3 inh	STAT1 activator	STAT3 activator	FLuc inh counter	STAT1 blocker	APP transl inh	APP 5'UTR act	Hsp70 activator	NF-kB neuron act	RAM inhibit
1	Cc1oc2cc(OCc3cnn(-c4ccccc4)c3)ccc2c(=O)c1Oc1ccccc1F	-7	104	106	-3	-4	x	x	-0.3	0.78	2.2
2	COc1ccc(C(=O)CSc2ccc3nnc(-c4cccnc4)n3n2)cc1	14	95	92	-4	5	-18	18	-0.3	0.62	3.8
3	COC(=O)/C(=C1/Oc2ccc(C)cc2S1)C(F)(F)F	7	116	96	2	-18	-14	14	0.2	1.9	1.3
4	O=C(CSc1ncnc2c1cnn2CCO)Nc1cccc(C(F)(F)F)c1	10	98	95	-6	2	2	-2	-0.3	0.8	3.1
5	Cc1ccc(NC(=O)C(C)c2ccc(-c3ccccc3)c(F)c2)c(C)c1 (stereo not drawn)	-5	97	105	5	4	1	-1	-0.3	0.99	6.5
6	CC1CCCN(c2ccc(C(=O)OCC(=O)N3c4ccccc4Sc4ccccc43)cc2[N+](=O)[O-])C1 (stereo not drawn)	-13	102	113	-2	-3	-1	1	-0.2	1.2	4.2
7	C=CCN(c1ccc(C(=O)Nc2ccc(C)c(C)c2)cc1)S(C)(=O)=O	-7	99	104	-2	1	-4	4	0.2	1.1	1.3
8	COC(=O)C(F)(Sc1c(C)n(C)n(-c2ccccc2)c1=O)C(F)(F)F (stereo not drawn)	2	103	102	-9	-1	3	-3	0.2	0.93	0.2
9	CCn1c(=O)cc(C(F)(F)F)[nH]c1=S	-3	98	109	-5	1	-26	26	0.5	1.2	1.8
10	COC(=O)c1c(NC(=O)CSc2nnnn2-c2ccc3c(c2)OCO3)sc(C)c1C	1	100	107	-7	0	4	-4	-0.1	1.2	4.1
11	COC(=O)c1cc(OC)c(OC)cc1NC(=O)CN1CCOCC1	-7	105	106	-4	-6	-10	10	-0.5	0.99	0.8
12	O=C(NCc1cccc(Cl)c1)c1cc(COc2ccc3ncccc3c2)on1	45*	73	64	-8	28	3	-3	-0.4	0.9	-0.4
13	CCOc1ncccc1C(=O)OCC(=O)Nc1c(C)cc(C)cc1C	5	97	98	-9	3	7	-7	0.1	1	3.6
14	CCOc1ccccc1NS(=O)(=O)N(C)C	-4	99	101	0	1	11	-11	-0.3	1	0.9
15	COc1ccc(-c2noc(CCN3C(=O)c4ccccc4C3=O)n2)cc1OC	19	101	88	-3	-1	-1	1	-0.3	0.81	2.4
16	Cc1cc(C)nc(N2CCC(C(=O)Nc3ccc(Oc4ccccc4)cc3)CC2)n1	-3	102	106	-6	-2	4	-4	-0.2	0.99	0.6
17	O=C1NC(=O)/C(=C\c2ccc(OCc3cccc([N+](=O)[O-])c3)cc2)N1	9	102	94	-8	-3	14	-14	-0.2	1.1	1.6
18	COc1ccc(OC)c(NC(=O)c2cccnc2Sc2ccccc2)c1	3	95	96	-6	6	4	-4	0.1	0.98	-0.4
19	CC(=O)Nc1ccc(C(=O)c2ccccc2)cc1	16	104	90	-2	-6	4	-4	-0.3	1.3	3.7
20	Cc1cc(C2=NNC(=Nc3ccccc3)SC2)c(C)n1C	13	142*	96	61*	-44	-9	9	0.0	2.1	1.7
21	Cc1cccc(NC(=O)c2csnn2)n1	6	102	96	-3	-1	18	-18	-0.1	13*	0.5
22	O=c1c([N+](=O)[O-])cccn1Cc1cccc(Cl)c1	11	104	93	-7	-7	2	-2	0.0	2	2.4
23	CCOC(=O)C1CCCN(S(=O)(=O)c2cc(Br)cc3c2N(C(=O)C2CC2)CC3)C1 (stereo not drawn)	6	97	99	-6	1	6	-6	-0.3	0.81	2.2
24	Cc1ccc(NC(=O)Cn2c(O)c(N=NC(=O)c3cc4ccccc4cc3O)c3ccccc32)cc1	-5	96	100	14	4	4	-4	-0.1	1.1	1.9
25	Cc1cccc(C(=O)NNC(=O)CN2C(=O)c3ccccc3C2=O)c1	-1	104	101	-4	-5	-20	20	-0.3	1	1.9

Marked active in NF-kB neuron act, of those listed so far:
entry | smiles | STAT1 activator | STAT3 activator | STAT1 blocker | APP transl inh | APP 5'UTR act | Hsp70 activator | NF-kB neuron act | RAM inhibit
21 | Cc1cccc(NC(=O)c2csnn2)n1 | 102 | 96 | -1 | 18 | -18 | -0.1 | 13* | 0.5

Continuation:
no.	canonical_smiles	STAT3 inh	STAT1 activator	STAT3 activator	FLuc inh counter	STAT1 blocker	APP transl inh	APP 5'UTR act	Hsp70 activator	NF-kB neuron act	RAM inhibit
26	O=C1CN=C(Nc2cccc(C(F)(F)F)c2)N1C1CCCC1	14	98	91	-2	1	0	0	-0.2	1.2	0.0
27	N#CC(Cc1ccc(OC(F)F)cc1)c1nc2ccccc2[nH]1 (stereo not drawn)	-4	115	107	30	-17	-26	26	-0.2	1.7	1.2
28	COc1ccc(C)cc1NC(=O)CCN1CC(C)OC(C)C1 (stereo not drawn)	8	97	98	-3	3	17	-17	-0.3	1.4	2.9
29	Cn1c2ccccc2c2c(C(=O)NCC3CCCO3)cn(C3CCCC3)c(=O)c21 (stereo not drawn)	2	108	102	-6	-8	-8	8	0.2	0.86	-0.1
30	CCOC(=O)c1oc2ccc(S(=O)(=O)n3nc(-c4ccccc4)cc3N)cc2c1C	54*	81	60	-4	21	0	0	-0.2	1.8	0.7
31	O=C(O)CSCC(=O)c1ccccc1	-2	104	104	2	-5	-7	7	0.0	1.1	1.6
32	CCOc1ccc2[nH]c(O)c(NC(C)=O)c2c1	-2	100	104	-4	0	-2	2	0.1	0.89	2.3
33	Cc1cccc(N2CCN(C(=O)CS(=O)(=O)Cc3nc(-c4ccccc4F)oc3C)CC2C)c1 (stereo not drawn)	-8	84	107	0	18	22	-22	-0.2	0.82	0.8
34	Cc1noc(C)c1C(=O)N(CC(=O)NC1CCCC1)Cc1ccccc1F	14	98	93	2	3	9	-9	0.0	1.2	-0.3
35	CC(C)CCNC(=O)NC(=O)COc1ccccc1C#N	19	101	86	-2	-1	-27	27	-0.2	1.4	1.3
36	O=C(Nc1ccccc1)C1=C[C@H](c2csc3ccccc23)C[C@H](OCc2ccc(CO)cc2)O1	x	98	x	-3	4	-16	16	-0.1	0.71	5.4
37	CCOC(=O)/C(C#N)=C\c1ccc(N2CCN(C)CC2)cc1	6	96	99	5	4	2	-2	-0.1	1.2	1.4
38	O=C(c1ccccc1)N1CC(COc2ccccc2)OC(c2cccnc2)O1 (stereo not drawn)	4	107	99	2	-7	-7	7	0.1	1.4	3.2
39	CCC(=O)N1N=C(c2ccc(NS(C)(=O)=O)cc2)CC1c1ccc(N(C)C)cc1 (stereo not drawn)	-6	129*	111	-3	-34	-24	24	-0.1	2	0.6
40	CC(C)C(=O)Nc1nnc(SCC(=O)NCc2cccs2)s1	-1	96	106	0	5	-4	4	-0.2	1.1	1.3
41	O=C(NCCc1ccccc1)C1CCN(C(=O)c2ccc([N+](=O)[O-])cc2)CC1	6	93	99	-11	8	13	-13	-0.4	1.3	3.0
42	CN(C)c1ccc(C(=S)N2CCCCCC2)cc1	10	103	92	0	2	7	-7	-0.2	0.95	2.2
43	CC12CCC(C(=O)Nc3cc(Cl)ccc3Cl)(C(Br)C1=O)C2(C)C (stereo not drawn)	3	104	100	-3	-5	-2	2	-0.1	1	1.7
44	O=C(C/C=N/OCc1ccccc1F)c1cnc(-c2ccc(Cl)cc2)s1	19	101	91	-4	-3	4	-4	-0.2	0.96	7.4
45	CCCN1C(=S)SC(C)(C)C1/[N+]([O-])=C/c1cccnc1 (stereo not drawn)	14	102	94	-2	-2	15	-15	-0.3	1.2	2.2
46	CC(C)(C)c1ccc(C(=O)NC(=S)Nc2nc3c(s2)CCCC3)cc1	-6	108	103	20	-9	-37	37	-0.1	0.32	2.7
47	CCOC(=O)CCc1c(C)nc(SCCN2CCCC2)c(C#N)c1C	2	103	100	-6	-4	-3	3	-0.5	0.94	0.3
48	CCOc1ccc2nc3sc(C(=O)N4CCOCC4)c(N)c3cc2c1	56*	85	53	36	17	-220	220*	-0.4	3	2.8
49	Cc1ccccc1NC(=S)NC(NC(=O)N(C)C)C(Cl)(Cl)Cl (stereo not drawn)	-4	102	104	-8	-2	0	0	0.1	1.3	1.6
50	CCSc1nc2ccccc2n1CCOc1ccccc1	-2	108	103	-4	-9	-35	35	-0.3	1.7	0.0

Single entries from the entries so far.
APP transl inh, #47 stands at -3
APP 5'UTR act, #29 stands at 8
NF-kB neuron act, #42 stands at 0.95
APP transl inh, #38 stands at -7
FLuc inh counter, #43 stands at -3

Arranged by SMILES length (rising): part of the list above.
no.	canonical_smiles	STAT3 inh	STAT1 activator	STAT3 activator	FLuc inh counter	STAT1 blocker	APP transl inh	APP 5'UTR act	Hsp70 activator	NF-kB neuron act	RAM inhibit
45	CCCN1C(=S)SC(C)(C)C1/[N+]([O-])=C/c1cccnc1 (stereo not drawn)	14	102	94	-2	-2	15	-15	-0.3	1.2	2.2
46	CC(C)(C)c1ccc(C(=O)NC(=S)Nc2nc3c(s2)CCCC3)cc1	-6	108	103	20	-9	-37	37	-0.1	0.32	2.7
30	CCOC(=O)c1oc2ccc(S(=O)(=O)n3nc(-c4ccccc4)cc3N)cc2c1C	54*	81	60	-4	21	0	0	-0.2	1.8	0.7
